Source: PubChem BioAssay (The Scripps Research Institute Molecular Screening Center)
CHO-K1 Ca ag: counter-screen for M1 agonists: effect in parental CHO-K1 cells; Fluo-8 calcium fluorescence; scaled to maximal ATP response, vehicle zero; activation, % at 3 µM; actives 0.48% (n = 360,000); in the data active = activation above about 15%;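 note: untransfected CHO-K1 host cells lacking M1 receptor as counterscreen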
CHO-K1 Ca antag: nonselective inhibitor or artifact in parental CHO-K1 cells | ATP-induced calcium, Fluo-8 fluorescence | inhibition, % at 3 µM | actives 0.6% (n = 360,000) | AID 602250;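 active = inhibition above a per-plate cutoff, the plate's mean sample inhibition plus 3 SD, cut at about 24% in these data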;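 note: 0% = DMSO plus EC80 ATP and 100% = DMSO alone without ATP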
M1 ag: human M1 muscarinic receptor agonists, primary screen, Fluo-8 calcium fluorescence, CHO-K1 cells, HTS. CHO-K1 hM1, agonist mode; 0% DMSO, 100% acetylcholine EC100. activation, % at 3 µM. actives 0.33% (n = 360,000);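 active = activation above the run's mean compound activation plus 3 SD, cut at about 16% in these data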;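 note: peak over basal fluorescence ratio within a 140 s kinetic read after compound addition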
Target sequence (P11229 whole entry, looked up): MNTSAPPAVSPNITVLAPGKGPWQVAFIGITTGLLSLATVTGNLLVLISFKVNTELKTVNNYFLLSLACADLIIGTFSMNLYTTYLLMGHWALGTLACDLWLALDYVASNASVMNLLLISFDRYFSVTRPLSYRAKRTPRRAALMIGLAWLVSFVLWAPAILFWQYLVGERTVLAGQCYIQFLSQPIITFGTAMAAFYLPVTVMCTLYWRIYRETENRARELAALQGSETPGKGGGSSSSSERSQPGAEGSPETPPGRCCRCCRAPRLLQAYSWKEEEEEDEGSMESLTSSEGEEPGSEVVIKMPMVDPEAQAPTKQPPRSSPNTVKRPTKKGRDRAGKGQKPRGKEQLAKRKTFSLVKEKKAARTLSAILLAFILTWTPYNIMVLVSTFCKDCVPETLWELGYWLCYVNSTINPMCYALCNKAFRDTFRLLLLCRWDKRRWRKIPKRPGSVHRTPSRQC
M1 PAM parental: nonselective calcium activators in parental CHO-K1 cells, primary screen, counter-screen for M1 PAM project, cell-based, Fluo-8 calcium fluorescence, full deck, 1536-well. activation, % at 3 µM. AID 602247, 2012. ATP EC20; 0% at ATP EC20, 100% at ATP max. actives 0.02% (n = 360,000);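 active = activation above the run cutoff, the mean activation of all test compounds plus 3 SD, cut at about 40% in these data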;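 note: peak over basal fluorescence ratio in a 140 s read after ATP addition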
TAAR1 agonist: human TAAR1 agonists, primary screen, Fluo-8 calcium fluorescence, CHO RD-HGA16 cells; Trace amine-associated receptor 1 (Homo sapiens), Q96RJ0; activation, % at 3 µM; vehicle wells 0%, saturating PEA agonist 100%; actives 0.99% (n = 360,000);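 active = activation above the mean activation of all test compounds in the run plus 3 SD, cut at about 38% in these data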
Target sequence (Q96RJ0 whole entry, looked up): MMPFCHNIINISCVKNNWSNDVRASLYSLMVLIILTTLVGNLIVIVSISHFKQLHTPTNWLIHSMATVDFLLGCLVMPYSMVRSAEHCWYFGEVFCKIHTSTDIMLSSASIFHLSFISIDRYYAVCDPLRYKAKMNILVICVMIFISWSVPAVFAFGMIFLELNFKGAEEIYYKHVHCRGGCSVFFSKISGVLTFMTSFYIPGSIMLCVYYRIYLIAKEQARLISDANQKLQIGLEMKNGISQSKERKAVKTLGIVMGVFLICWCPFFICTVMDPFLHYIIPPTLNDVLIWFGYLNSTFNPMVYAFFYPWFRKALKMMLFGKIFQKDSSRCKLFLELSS
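System: CHO-derived RD-HGA16 cells with stable Gα16 and human TAAR1. Times: 17-24 h plating, Fluo-8 75 min 37 °C, 30 min RT. Measured by: calcium-sensitive Fluo-8 signal, excitation 470-495, emission 515-575 nm. Read-out basis: % activation relative to PEA EC100 response. Control set: DMSO and PEA EC100. Repeats: no replicates (n 1).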
M1 antag: human M1 muscarinic receptor antagonists, primary screen, CHO-K1 cells, Fluo-8 calcium fluorescence, 1536-well. CHO-K1 hM1, ACh EC80 antagonist. Muscarinic acetylcholine receptor M1 (Homo sapiens), P11229. actives 1.3% (n = 360,000). inhibition, % at 3 µM;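 active = percent inhibition above its own plate's cutoff, namely the mean of that plate's compound wells plus 3 SD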;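 note: peak over basal fluorescence ratio during 140 s after agonist addition; 0% = ACh EC80 plus DMSO and 100% = DMSO alone without agonist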
TAAR1 antag: human TAAR1 antagonists, primary screen, Fluo-8 calcium fluorescence, CHO RD-HGA16 cells; Trace amine-associated receptor 1 (Homo sapiens), Q96RJ0; antagonist; inhibition, % at 3 µM; actives 1.5% (n = 360,000);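 active = inhibition above a per-plate cutoff, the mean inhibition of test compounds on that plate plus 3 SD, cut at about 49% in these data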;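 note: 0% = DMSO plus EC80 beta-PEA response and 100% = DMSO alone without agonist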
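Test system – hTAAR1-expressing CHO RD-HGA16 cells, Gα16-coupled · Reagent – β-PEA at EC80 concentration, post-compound challenge · Compound dosing – 3 µM, single point · Timing – 140 s kinetic read after compound, 140 s after agonist · Detection – Fluo-8 intracellular calcium dye fluorescence, real-time kinetic reads · Control set – DMSO and EC80 PEA controls · Repeats – n of 1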
CHO parental Ca: ATP-evoked calcium signal inhibitors, parental CHO, primary screen, counter-screen for OX1R antagonist project, cell-based, fluorescence, Fluo-8 calcium dye | inhibition, % at 5.6 µM | parental CHO-K1, ATP-induced calcium, Fluo-8 fluorescence | actives 0.63% (n = 330,000);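 active = inhibition above that plate's mean sample inhibition plus 3 SD, cut at about 26% in these data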;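 note: 0% = ATP-challenged DMSO wells and 100% = DMSO wells without ATP; some compounds past the cut are filed as inactive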
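Test system: parental CHO cells; detection: calcium-sensitive Fluo-8 fluorescence; evaluation: percent inhibition of calcium signal; also added: ATP as calcium-mobilizing challenge; repeats: one well per compound; control set: ATP-challenged DMSO wells low, unchallenged DMSO wells high; compound: single nominal dose of 5.6 µM per compound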
CHRM1 PAM: human M1 muscarinic receptor positive allosteric modulators, primary screen, CHO-K1 cells, Fluo-8 calcium fluorescence, 1536-well. CHO-K1 hM1, ACh EC20; 0% = ACh EC20, 100% = maximal ACh. actives 0.088% (n = 360,000). Muscarinic acetylcholine receptor M1 (Homo sapiens), P11229. activation, % at 3 µM; in the data active = activation above about 19%, passing the limit was not always enough
Active calls of the source: *; nt = not tested or not shown.

SMILES | CHO-K1 Ca ag | CHO-K1 Ca antag | M1 ag | M1 PAM parental | TAAR1 agonist | M1 antag | TAAR1 antag | CHO parental Ca | CHRM1 PAM
O=C(COc1cccc2ccccc12)NNC(=O)c1cccs1 | -0.2 | -4 | -4 | -7 | 3 | 4 | -15 | 3 | -4
Cc1ccc(C(=O)NCCc2c[nH]c3ccccc23)c(C)c1 | 1.5 | -10 | -4 | -1 | -3 | -1 | -5 | -6 | -2
CSc1nc2c(cc1C#N)CCCCC2 | -0.3 | 17 | -8 | -14 | 2 | 30* | -20 | -7 | -26
O=C(COC(=O)CNC(=O)C12CC3CC(CC(C3)C1)C2)NC1CCS(=O)(=O)C1 (stereo unspecified) | -0.3 | 6 | -5 | 6 | 4 | -12 | -4 | 1 | 10
Cc1ccc(-n2nnnc2SCn2nnc3ccccc3c2=O)cc1 | 1.9 | -3 | -3 | -2 | 3 | 25 | 2 | -4 | -9
COc1ccc(N2CCN(C(=O)c3c(-c4ccccc4)noc3C)CC2)cc1 | 1.6 | -6 | -1 | 25 | 0 | -6 | 4 | -4 | 4
Cc1ccccc1OCCCCc1c(C)n[nH]c1C | 8.5 | 15 | -2 | -4 | 5 | 29* | 0 | 6 | -13
COc1ccccc1NC(=O)COc1cccnc1[N+](=O)[O-] | 1.7 | -2 | -2 | 12 | 6 | -8 | 22 | -10 | 6
Cc1ccc(NC(=O)COC(=O)c2ccc([N+](=O)[O-])o2)cc1S(=O)(=O)N1CCCCCC1 | 1.8 | -4 | -2 | -4 | 1 | 3 | 4 | 1 | 3
O=Cc1c(Nc2ccccc2Cl)nc2ccccn2c1=O | 0.2 | -25 | -2 | 21 | 0 | -10 | -10 | -6 | 5
Nc1nnc(SC2CCCC2)s1 | 0.2 | -5 | -9 | 26 | 3 | -6 | -7 | -10 | 9
O=C(c1cccs1)N1CCN(CCCc2ccccc2)CC1 | 0.9 | -4 | -8 | 12 | 5 | 7 | 25 | 4 | -13
CC1(C)C2CCC1(C)C(NC(=O)/C=C/c1ccccc1)C2 (stereo unspecified) | -0.6 | -10 | -5 | 23 | -1 | -12 | -21 | -2 | 9
CC(C)(CO)NC(=O)C12CC3CC(CC(Br)(C3)C1)C2 | 0.8 | -3 | -2 | 17 | 3 | -4 | -19 | -9 | 3
CCCc1ccc(-c2csc(NC(=O)C3=COCCO3)n2)cc1 | 3.0 | 13 | 0 | -7 | 1 | -3 | -15 | -26 | 8
O=C(COC(=O)c1c(Cl)cccc1Cl)Nc1cccc(S(=O)(=O)NC2=NCCCCC2)c1 | 4.2 | -11 | -2 | -6 | 4 | 8 | -15 | -21 | -4
CCOC(=O)[C@@H]1[C@H]2COc3cc(OC)ccc3[C@@H]2N2C(=O)N(c3cccc(F)c3)C(=O)[C@@]12C | -0.1 | -1 | 1 | 7 | 4 | -21 | 2 | -6 | 26
N#CC(c1ccccc1)C(CC(=NO)c1ccccc1)c1ccccc1 (stereo unspecified) | 1.9 | -12 | -7 | 20 | -1 | 6 | 48 | nt | -2
CC(Sc1nnc(-c2cccnc2)n1N)C(=O)NCCC1=CCCCC1 (stereo unspecified) | 0.5 | -10 | -6 | -5 | 1 | -4 | -24 | nt | 1
O=C(Oc1ccc(C(=S)N2CCOCC2)cc1)c1ccc(F)cc1 | 1.3 | -1 | -1 | 2 | 5 | -8 | -6 | -8 | 3
Cc1noc(C)c1CSCC(=O)Nc1cc(C(F)(F)F)ccc1N1CCOCC1 | 0.6 | -12 | -4 | 9 | 0 | -10 | -23 | -29 | 6
CC1(C)CC(=O)C(C=NCCN2CCN(C(=O)CC3CCCC3)CC2)=C(O)C1 | 0.6 | -8 | -3 | 26 | -3 | -25 | -19 | nt | 12
CCN(C(=O)COC(=O)c1ccc2c(c1)OCO2)c1c(N)n(Cc2ccccc2)c(=O)[nH]c1=O | 0.1 | -5 | -1 | -13 | 4 | -16 | -8 | nt | 4
CN(CCc1ccccc1)C1CCCN(S(=O)(=O)CC(F)(F)F)C1 (stereo unspecified) | 0.9 | -7 | -6 | 7 | 2 | -22 | -9 | -11 | 14

Ordered by heavy-atom count (descending): some entries from above
SMILES | CHO-K1 Ca ag | CHO-K1 Ca antag | M1 ag | M1 PAM parental | TAAR1 agonist | M1 antag | TAAR1 antag | CHO parental Ca | CHRM1 PAM
Cc1noc(C)c1CSCC(=O)Nc1cc(C(F)(F)F)ccc1N1CCOCC1 | 0.6 | -12 | -4 | 9 | 0 | -10 | -23 | -29 | 6
CC1(C)CC(=O)C(C=NCCN2CCN(C(=O)CC3CCCC3)CC2)=C(O)C1 | 0.6 | -8 | -3 | 26 | -3 | -25 | -19 | nt | 12
Cc1ccc(C(=O)NCCc2c[nH]c3ccccc23)c(C)c1 | 1.5 | -10 | -4 | -1 | -3 | -1 | -5 | -6 | -2

Going on with the list.
SMILES | CHO-K1 Ca ag | CHO-K1 Ca antag | M1 ag | M1 PAM parental | TAAR1 agonist | M1 antag | TAAR1 antag | CHO parental Ca | CHRM1 PAM
O=C(Nc1ccccc1)OCCOc1ccc(Br)cc1 | -0.3 | -1 | -9 | -16 | 7 | 2 | 8 | nt | -8
Fc1ccc2cc(-c3ccccc3F)ncc2c1 | -0.5 | 3 | -4 | -4 | 2 | 1 | 1 | -12 | 1
CCc1ccccc1NC(=O)CCC(=O)N1CCSc2ccccc21 | 0.7 | 3 | -6 | 22 | 3 | -26 | -14 | -8 | 13
O=C(O/N=C1\CCCc2ccccc21)c1cccc(Cl)c1 | 0.6 | -2 | -7 | 10 | -3 | -8 | -3 | -12 | -2
CN(C)CCn1c2c(c(SCC(=O)Nc3nccs3)nc1=O)CCCC2 | 0.6 | -2 | -6 | -4 | 4 | -10 | -38 | -14 | 8
COc1ccc(-c2noc(CCCC(=O)N3CCOCC3)n2)cc1 | 0.4 | -3 | 1 | -11 | 2 | 0 | 4 | 7 | 3
CCOC(=O)COc1ccc2c(c1)c(C(C)=O)c(C)n2-c1ccccc1 | 2.3 | -5 | -5 | 18 | 2 | 6 | -11 | nt | -1
O=C(Nc1ccnn1C1CCN(Cc2c[nH]c3ccccc23)CC1)c1ccccc1 | 0.6 | -12 | -5 | 12 | 2 | -3 | -14 | -6 | 1
N#CCCn1nc(-c2ccc(Br)cc2)cc1Nc1ccccc1NC(=O)C(F)(F)F | 11 | 5 | -1 | 14 | 28 | 20 | 23 | 5 | -12
CC1CCN(C(=O)CSc2nnc(CNC(=O)c3ccco3)o2)CC1 | 0.2 | 0 | -3 | 1 | 1 | -23 | -5 | -2 | 2
O=C(COc1cccc(C(F)(F)F)c1)NCC(c1cccs1)N1CCOCC1 (stereo unspecified) | 0.2 | -11 | -4 | -14 | 0 | -9 | -8 | -7 | 3
Cc1occc1C(=O)Nc1ccc(S(=O)(=O)N2CCN(C)CC2)cc1 | 0.5 | -8 | -7 | 11 | 5 | -16 | 10 | -11 | 8
COc1ccc(S(=O)(=O)N2CCCN(CC(=O)Nc3ccc(OC)c(Cl)c3)CC2)cc1 | 1.4 | -17 | -2 | 18 | 1 | 7 | 0 | -11 | -2
Cc1ccc(S(=O)(=O)N2CCOCC2)cc1C(=O)N1C(=O)c2cccc(N)c2C1=O | -0.1 | 4 | -1 | 6 | 3 | -9 | -4 | -11 | 6
Cc1cccc(NC(=O)C2CCCN2C(=O)OCC(C)C)c1 (stereo unspecified) | -0.1 | 13 | -4 | -9 | 5 | -5 | 8 | -7 | 8
Cc1ccc(NC(=O)C(C)N2CCc3ccccc3C2)cc1 (stereo unspecified) | -0.5 | -9 | -9 | 5 | -1 | 6 | -4 | -2 | -4
OC(c1cccc(CN2CCCCC2)c1)c1ncc(-c2ccccc2Cl)[nH]1 (stereo unspecified) | 1.4 | 1 | -9 | 11 | 4 | 24 | -10 | nt | -25
Cc1c(C(=O)OCC(C)C)[nH]c2c1C(=O)CC(c1ccco1)C2 (stereo unspecified) | 1.3 | -3 | -2 | 7 | -1 | -14 | -20 | -8 | 2
COC(=O)Cc1cc(C)cc2c(=O)cc(-c3ccoc3)oc12 | 1.0 | -4 | -5 | -15 | 0 | -6 | -17 | -10 | 4
Cc1ccc(N(CC(=O)NCCc2ccccc2)C(=O)c2csnn2)cc1 | 0.1 | -6 | 1 | -14 | -1 | -6 | 10 | -27 | 12
COC(=O)C1=C(C)N(c2ccc(C(=O)OC)cc2)C(=O)C1 | -0.1 | 1 | -1 | 4 | 2 | -12 | -9 | -16 | 8
Cc1cccc(NS(=O)(=O)c2ccc(Br)s2)n1 | 1.2 | -8 | -6 | 21 | 9 | -7 | 8 | 3 | 5
CCN(CC(=O)Nc1ccc(NC(C)=O)cc1)C(=O)CN1C(=O)NC(C)(c2ccc3ccccc3c2)C1=O (stereo unspecified) | 0.0 | -1 | -1 | -10 | 1 | -7 | 2 | nt | 11
COc1cccc(C(=O)NNC2OC(CO)C(O)C2O)c1 (stereo unspecified) | 0.6 | 11 | -3 | -13 | 11 | 1 | 3 | -6 | 0
O=c1cc(C(F)(F)F)nc(-n2[nH]c3c(c2=O)CCCC3)[nH]1 | 1.6 | -6 | 2 | 10 | 6 | -12 | 8 | 4 | 13
O=C(NCCCc1ccccc1)c1ccc(Br)o1 | 0.1 | -2 | -4 | 19 | 9 | -8 | -16 | -16 | 7
C=CCn1c(Cc2cccs2)nnc1SCC(=O)c1ccc2ccccc2c1 | 4.8 | -22 | -5 | -13 | 5 | 24 | 23 | -23 | -17
COc1ccc(C(=S)N2CCOCC2)cc1OS(=O)(=O)c1ccc(Br)cc1 | 0.5 | -2 | -2 | -3 | 0 | 0 | -13 | -11 | 2
C/C(=N\N1CCN(c2ccc(Cl)cc2)CC1)c1ccco1 | 0.2 | -7 | -7 | 13 | 9 | -1 | -14 | -9 | -1
C[C@H](CO)N1C[C@H](C)[C@@H](CN(C)Cc2ccc(C(=O)O)cc2)Oc2ccc(NS(=O)(=O)c3cn(C)cn3)cc2C1=O | -0.1 | -9 | -1 | 6 | 3 | -25 | -10 | 1 | 16
Cc1c(/C=N/N2C(=O)C3C4C=CC(C4)C3C2=O)c2ccccc2n1C (stereo unspecified) | -0.3 | -5 | -6 | 14 | 2 | 4 | -3 | -25 | 1
CCOC(=O)CCN(Cc1ccccc1)S(=O)(=O)c1csc(C(N)=O)c1 | 3.1 | 5 | 0 | 9 | 0 | 2 | 20 | -15 | 0
